SDO1 yeast rescue – growth rescue of sdo1-depleted yeast, primary screen, S. cerevisiae, bone marrow failure model; S. cerevisiae sdo1-depleted JHY4D growth rescue, OD600 30 h; hits give high values; pdr5 snq2 efflux-pump mutant strain; z-score at 10 µM; 0.21% of 140,000 active;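 active = z-score above 3 at both the 24 hr and the 30 hr optical density reads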;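 also: z-score against mean and SD of all compound wells on the same plate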
Insulin prom inh – inhibitors of insulin promoter-driven GFP, primary screen, imaging, TRM-6 cells (human fetal islet line), eGFP reporter, cell count | 0.9% of 130,000 active | reporter expression induced with tamoxifen | AID 1273, 2008 | inhibition, % at 2 µM;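 active = inhibition above the mean plus 3 SD, with well images judged a real hit on visual review, cut at about 60% in these data, passing the limit was not always enough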
SDO1 yeast rescue Rescue 24 h – second read-out of SDO1 yeast rescue, no call of its own (marks repeat the call); z-score; S. cerevisiae sdo1-depleted JHY4D growth rescue, OD600; measured here: growth rescue at 24 h;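 0 is the plate mean of compound wells and units are plate SD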
* = called active by the depositor; · = not tested or not shown; [ ] = another dose, or the depositor's remark. Some of the compounds tested (hit frequency here may not be typical).

SDO1 yeast rescue	SDO1 yeast rescue Rescue 24 h	Insulin prom inh	SMILES
-0.62	-0.24	-48	O=C1[C@@H]2[C@@H]3C[C@@H]([C@H]4ON=C(c5ccc(Cl)cc5Cl)[C@@H]34)[C@@H]2C(=O)N1C1CCCCC1
0.89	0.95	50	C#CCCCc1nc2ccccc2c(=O)n1N
-0.25	-0.4	·	O=C(NC1CCCCCCC1)c1ccc2c(c1)N(Cc1ccc(F)cc1)C(=O)CS2=O (stereo not given)
·	·	45	Cc1ccc(S(=O)(=O)CCc2nnc(NC(=O)c3ccco3)s2)cc1
-0.77	-1.4	37	O=C(O)c1ccc(N/N=C/c2cccc(F)c2)cc1
0.09	-0.02	-70	COc1ccc(N2CC(C(=O)NCc3cccnc3)CC2=O)cc1 (stereo not given)
0.03	0.34	3	Cc1ccc(-c2nc(C)sc2CC(=O)O)cc1
-0.93	-0.33	-30	Clc1ccc(Cn2nc(-c3ccccc3)nc2-c2ccccc2)cc1
·	·	-44	COc1ccc(NC2CC(=O)N(c3ccc(C(=O)O)cc3)C2=O)cc1 (stereo not given)
1.1	1.1	-17	CCOc1ccccc1C(=O)n1nc2nc(C)cc(C)c2c1N
0.62	0.24	-18	CCOC(=O)N1CCN(S(=O)(=O)c2ccc(C(=O)Nc3nnc(CC)o3)cc2)CC1
1.8	1.6	-14	CC(C)[C@H](N)c1nnc(SC/C=C/c2ccccc2)o1
-1.7	-0.66	-43	Cc1cccc(Oc2sc(C(=O)c3ccccc3)c(N)c2C#N)c1C
0.78	-0.09	48	Cc1ccc(C(=O)CNc2ccc(F)cc2)cc1
-0.14	-0.11	0	CC(Sc1nnc2ccccn12)C(=O)N1CCc2ccccc2C1 (stereo not given)
-0.61	-0.28	46	CCCCOC1(c2ccccc2)NC(=S)NN=C1c1ccccc1 (stereo not given)
0.32	-0.03	-24	OC(CNCCc1ccccc1)c1ccccc1 (stereo not given)
-2.1	-0.97	·	COc1ccc2nc(NC(=O)c3ccc4ncsc4c3)sc2c1
0.51	0.48	29	CC(C)(C)C(=O)N1CCCC1C(=O)O (stereo not given)
·	·	-57	O=C(Cc1ccc2c(c1)OCCO2)N1CCN(c2ccccc2)CC1
0.15	1.5	-17	Cc1ccc(C)c(N(CC(=O)Nc2ccc(-c3nc4ccc(C)cc4s3)cc2)S(C)(=O)=O)c1
-0.79	0.27	·	Cn1nc(C(F)(F)F)c(C#N)c1N1CCN(c2ccccc2F)CC1
0.54	1	0	CC(C)(C)NC(=O)CN(C(=O)CS(=O)CC(=O)Nc1ccc(F)cc1)c1ccccc1 (stereo not given)
-0.71	-0.73	64	CCC(C)COC(=O)C(C#N)c1nc2ccccc2nc1N1CCCCC1 (stereo not given)

Ordered by molecular weight (smallest number first): 5 of the compounds above.
SDO1 yeast rescue	SDO1 yeast rescue Rescue 24 h	Insulin prom inh	SMILES
0.32	-0.03	-24	OC(CNCCc1ccccc1)c1ccccc1 (stereo not given)
0.78	-0.09	48	Cc1ccc(C(=O)CNc2ccc(F)cc2)cc1
·	·	-57	O=C(Cc1ccc2c(c1)OCCO2)N1CCN(c2ccccc2)CC1
-0.61	-0.28	46	CCCCOC1(c2ccccc2)NC(=S)NN=C1c1ccccc1 (stereo not given)
-0.79	0.27	·	Cn1nc(C(F)(F)F)c(C#N)c1N1CCN(c2ccccc2F)CC1

The list goes on.
SDO1 yeast rescue	SDO1 yeast rescue Rescue 24 h	Insulin prom inh	SMILES
1.5	2	·	COC(=O)c1n[nH]c2ccccc12
1.4	1.9	20	COc1cc(/C=C2\SC(=Nc3ccccc3)N(Cc3ccco3)C2=O)ccc1OC(C)C(=O)O (stereo not given)
·	·	-19	CC(=O)N1c2c(cc(Br)cc2S(=O)(=O)Nc2c(C)n(C)n(-c3ccccc3)c2=O)CC1C (stereo not given)
-1.1[5.6 µM]	-1	-61	CSc1nc(NCc2ccco2)c2c3c(sc2n1)CN(C)CC3
0.12	-0.05	23	Cc1cc(Nc2ccccc2Cl)n2nnnc2n1
0.87	0.54	41	O=C1OC(c2ccc(Cl)cc2)/C(=C(/O)c2ccccc2)C1=O (stereo not given)
0.4	-0.51	·	COc1ccc(/C(O)=C2/C(=O)C(=O)N(c3ncccn3)C2c2ccc(OC)c(OC)c2)cc1 (stereo not given)
5.2	1.2	·	Cc1ccc(C(C)C)c(OCCNC(=O)c2cncc(Br)c2)c1
0.82	0.52	-13	Cc1ccccc1C(=O)N1CCC(C(N)=O)CC1
0.32	-0.56	-86	COc1ccccc1Cn1nnc2c(=O)[nH]c(C3CCN(C(=O)c4ccccc4Cl)CC3)nc21
-1.5	-1.4	-41	Cc1ccc(NC(=O)C2(c3ccccc3)CC2(Cl)Cl)cc1C (stereo not given)
-0.12	1.1	11	COC(=O)Cn1c(=NC(=O)c2ccc(Cl)s2)sc2cc(C)ccc21
0.04	1.9	-24	COc1cccc(C2=Nn3c(nnc3-c3ccccc3O)SC2)c1
0.55	0.26	·	COCCCn1c(SCC(=O)Nc2nnc(C)s2)nnc1-c1ccoc1C
·	·	0	CC(=O)Nc1ccc(SCC(=O)O)cc1
1.1	0.7	34	COc1ccc(-c2nc3ccccc3c(=O)n2N)cc1
1.4	0.33	17	C=CCOc1ccc2nnc(C)n2n1
1.6	1.5	·	CCCC(=O)Nc1nnc(-c2ccc(Cl)s2)o1
-1.2	-0.3	-2	O=c1c2ccccc2ncn1CCCSc1ccccc1
-0.33	0.56	·	COc1ccc(C(=O)Oc2cc(/C=N/NS(=O)(=O)c3ccc(C)cc3)ccc2OC)cc1
0.06	1.4	35	COc1ccc(-c2c3c(nc4sc(C(=O)Nc5cc(C)on5)c(N)c24)CCC3)cc1
0.25	-0.26	-147	COc1ccccc1CNC(=O)C(C)NS(=O)(=O)c1ccc(C)cc1 (stereo not given)
·	·	-400	COc1ccc(-[n+]2c(C)cc(/C=C3\Sc4ccccc4N3C)cc2C)cc1
-0.18	-0.32	10	Cc1ccc(NC(=S)NC2CCCC2)cc1
-0.9	-0.82	-44	CC1(C)CC(=O)c2cc(OCC(=O)N3CCN(c4ccccc4F)CC3)ccc2O1
0.57	0.2	0	N=C(N)SCc1ccccc1Cl
-0.43	-0.72	·	Cc1ccc(N2CC(C(=O)NCC3CCCO3)CC2=O)cc1Cl (stereo not given)
-0.82	-0.53	·	CC1CCN(c2ncnc3c2cnn3Cc2ccc(Cl)cc2)CC1
-0.67	-0.85	-79	CNc1nc(C)cc(C)c1S(=O)(=O)c1ccc(C)cc1
-0.35	-1.1	-94	CC(C)C(OC(=O)c1ccco1)C(=O)NCc1ccccc1 (stereo not given)
0.33	-0.35	·	Cc1cc(C)n2c(SCC(=O)Nc3ncc(C(F)(F)F)cc3Cl)nnc2n1
-0.19	-0.12	-21	CCn1ncc(CNC(=O)C2(C)CC2(Cl)Cl)c1C (stereo not given)
0.5	-0.37	-44	O=C1CN=C(Nc2ccc(Cl)cc2)N1c1ccccc1
0.63	0.52	-10	CC(C)(O)[C@H](O)COc1c2ccoc2cc2oc(=O)ccc12
-0.38	0.23	·	O=C(c1ccc(S(=O)(=O)N2CCCCC2)cc1)c1nnc(-c2ccc(Cl)cc2)o1
-0.88	2.1	·	Cc1c(C(=O)N2CCN(c3ccccc3F)CC2)sc2nc(-c3ccccc3)cn12
2.4	3.5	-32	Cc1cc(=O)n(CCO)c(O)c1C#N
-1.4	-0.55	·	O=C(c1ccc(Cl)cc1)N1CCC(O)(CSc2ccc(Cl)cc2)CC1
-0.98	-0.57	-10	Cc1ccc(NC(=O)CCSc2nnnn2-c2ccc3c(c2)OCO3)cc1C
·	·	7	CC(C)OC(=O)CN1CCN(c2ccc(Cl)cc2)CC1
-0.43[10.5 µM]	-0.45	15	CCOC(=O)N1CCN(C(=O)CSCc2ccc(Cl)cc2)CC1
·	·	7	O=C(O)c1csc(-c2ccc(Cl)cc2)n1
0.63	0.58	·	OCCCCNCc1ccc(OCc2ccccc2)cc1
0.32	-1.1	24	O=C(NC(=S)Nc1ccccc1Cl)c1csnn1
·	·	7	CCOc1ccc(-n2c(SCC(=O)Nc3ccccc3CC)nc3n[nH]c(C)c3c2=N)cc1
0.59	-0.14	-3	O=C(CCc1ccc(S(=O)(=O)N2CCOCC2)cc1)NCCc1ccccn1
0.04	0.21	19	COc1ccccc1C(c1nnnn1C(C)(C)C)N1CCN(C(=O)c2ccco2)CC1 (stereo not given)
0.45	0.4	·	O=C(CN1CCN(c2ccccc2)CC1)N1CCN(c2ccccc2)CC1
0.31	0.22	-35	CCC(CC)C(=O)Nc1cccc(C(=O)NCc2ccco2)c1
0.82	0.28	14	CC(C)CC(NC(=O)C(CC(C)C)NC(=O)OC(C)(C)C)C(N)=O (stereo not given)
-1.2	-1.3	·	O=C(/C=C/c1ccco1)NC(=S)Nc1ccc(Cl)cn1
0.89	-0.03	·	CSc1ccccc1NC(=O)c1onc(C)c1Cl
-0.23	-0.96	0	CCc1cccc(CC)c1NC(=O)CO/N=C(\C)c1cccs1
-0.67	0.09	-54	Cc1ccccc1-c1nc(CS(=O)CC(=O)NCCCN(C)c2ccccc2)c(C)o1 (stereo not given)
-1.9	-0.27	·	CCOC(=O)C(C)Oc1cccc2c(=O)n(CC(=O)Nc3ccc(OCC)cc3)ccc12 (stereo not given)
·	·	0	O=C(Nc1cc2ccccc2oc1=O)c1ccccc1
-0.69	-0.3	27	CCOC(=O)c1c(-c2ccc(C)o2)csc1NC(=O)CSc1ncn[nH]1
·	·	-11	O=C1NC(Cc2c[nH]c3ccccc23)C(=O)N1Cc1ccc(CN2C(=O)NC(Cc3c[nH]c4ccccc34)C2=O)cc1 (stereo not given)
-0.1	0.01	·	COC(=O)c1cc(NC(=O)CN2CCOCC2)cc(C(=O)OC)c1
-0.7	0.4	·	Cc1ccc(-n2nc3ccc(NC(=O)c4cccc([N+](=O)[O-])c4C)cc3n2)cc1

Complete entries as entered above. Screens in order: SDO1 yeast rescue | SDO1 yeast rescue Rescue 24 h | Insulin prom inh
Shown for Cc1ccc(-n2nc3ccc(NC(=O)c4cccc([N+](=O)[O-])c4C)cc3n2)cc1 → -0.7 | 0.4 | ·
Shown for COC(=O)c1cc(NC(=O)CN2CCOCC2)cc(C(=O)OC)c1 → -0.1 | 0.01 | ·
Shown for CSc1ccccc1NC(=O)c1onc(C)c1Cl → 0.89 | -0.03 | ·
Shown for CC(C)CC(NC(=O)C(CC(C)C)NC(=O)OC(C)(C)C)C(N)=O (stereo not given) → 0.82 | 0.28 | 14
Shown for CCOC(=O)c1c(-c2ccc(C)o2)csc1NC(=O)CSc1ncn[nH]1 → -0.69 | -0.3 | 27

Later entries:
SDO1 yeast rescue	SDO1 yeast rescue Rescue 24 h	Insulin prom inh	SMILES
-1.2	-0.61	7	COCCN(C(=O)C(C)C)c1nnc(-c2cccc(C)c2)s1
0.47	0.71	-108	O=C(NCc1ccccn1)c1cc(S(=O)(=O)N2CCN(c3ccccc3)CC2)ccc1Cl
0.36	-0.77	·	CCCC(=O)Nc1ccc(Cl)c(NC(=S)NC(=O)c2ccco2)c1
1	1.1	·	COc1cccc(-c2nnn(C/C(N)=N/O)n2)c1
·	·	-388	COc1ccc(/C=C/C2=NN(Cc3ccccc3)C(=O)CC2)cc1
0.24	0.83	13	Cc1ccc(N2CCN(/N=C/c3sccc3C)CC2)cc1
·	·	-33	COc1ccc(CN2CCCC(C(=O)c3cccc(C(F)(F)F)c3)C2)cc1O (stereo not given)
·	·	-71	C/C(=N\NC(=O)c1cc(C)[nH]n1)c1cccs1
0.19	-0.03	-25	O=C(O)CSc1nnc(-c2cccs2)n1-c1ccc(Cl)cc1
0.01	0.13	·	COc1cccc(C2NC(CC(C)C)(C(=O)O)C3C(=O)N(Cc4ccccc4)C(=O)C23)c1O (stereo not given)
0.61	-0.11	·	CC(CN1CCCCC1)OC(=O)c1ccccc1Cl (stereo not given)
1.7	0.95	-22	COc1ccc(C2C(C(=O)NCC3CCCO3)CCC(=O)N2c2ccc3c(c2)OCO3)cc1 (stereo not given)
-1.1	0.02	0	O=C(COc1ccccc1)NC1CCN(Cc2ccccc2)CC1
·	·	-7	COc1ccc(CNC(=O)CN2C(=O)C3C4C=CC(C4)C3C2=O)cc1 (stereo not given)
-0.09	-0.35	-16	Cc1[nH]n(-c2ccccc2)c(=O)c1S(=O)(=O)c1ccccc1
-0.6	0.37	-30	COC(=O)c1ccc(NC(=O)c2ccc3c(c2)OCO3)cc1
0.02	-0.1	·	O=C(c1c(Cl)nc2sccn12)N1CCCc2ccccc21
-0.32	-1.1	-15	CCS(=O)(=O)c1ccc(O)c(N2C(=O)C3C4C=CC(C4)C3C2=O)c1 (stereo not given)
·	·	-68	O=C(NC(=S)Nc1cccc(-c2ccc(CO)o2)c1)c1cccs1
·	·	-7	Cc1ncc(C[n+]2csc(CCOC(=O)C34CC5CC(CC(C5)C3)C4)c2C)c(N)n1
·	·	0	COc1cc2nc(CN3CCN(S(=O)(=O)c4ccc(Cl)cc4)CC3)[nH]c(=O)c2cc1OC
-1	-0.36	7	CCc1ccc(/C=C2\Oc3cc(OC(=O)N4CCOCC4)ccc3C2=O)cc1
-0.29	-0.06	43	Cc1ccc(-c2csc(N3N=C(c4ccccc4)/C(=C\c4ccc(N(C)C)cc4)C3=O)n2)cc1
0.39	0.27	45	O=S1(=O)CCC(S(=O)(=O)N2CCCCCC2)C1 (stereo not given)
·	·	54	CCOC(=O)C1=NOC(CN(c2ccccc2)S(=O)(=O)c2ccc(Cl)cc2)C1 (stereo not given)
0.12	-0.81	·	CCCCCCNc1nc(-c2ccc(OC)cc2)c(CCC(=O)O)s1
